Source: PubChem BioAssay (National Center for Advancing Translational Sciences (NCATS))
HT1080NT lethal: kills 2HG-producing HT-1080-NT fibrosarcoma cells; AID 686970; 360,000 compounds, 1.6% hits; Potency, µM (doses to about 46.1 µM), for the others: at the highest dose activity, negative = less viability, hits mostly cytotoxic; HT-1080-NT fibrosarcoma viability, CellTiter-Glo ATP luminescence, 48 h;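 note: NT is the 2HG producing partner of a matched IDH1 knockdown line; 0% = DMSO-treated cells and -100% = media-only wells without cells; nearly all actives have a fitted effect of over 55% in size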
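Fibrosarcoma NT cells, 750 per well in 5% FBS RPMI, were exposed to compound for 48 hours. Viability: CellTiter-Glo luminescence.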
GLP1R inv ag: acts as inverse agonist at human GLP-1 receptor; 410,000 compounds, 1.6% hits; AID 624417; HEK293 GLP-1R CRE-luciferase, luminescence, 24 h; GLP-1R form is constitutively active; Potency, µM (series often up to 38.3 µM), for inactives: top-dose activity change, negative = inhibition, usual class: inhibitors; note: % is set by controls: 0 for no effect and ±100 for the full control effect; nearly all actives have a fitted effect of over 55% in size
Target sequence (P43220 whole entry, looked up): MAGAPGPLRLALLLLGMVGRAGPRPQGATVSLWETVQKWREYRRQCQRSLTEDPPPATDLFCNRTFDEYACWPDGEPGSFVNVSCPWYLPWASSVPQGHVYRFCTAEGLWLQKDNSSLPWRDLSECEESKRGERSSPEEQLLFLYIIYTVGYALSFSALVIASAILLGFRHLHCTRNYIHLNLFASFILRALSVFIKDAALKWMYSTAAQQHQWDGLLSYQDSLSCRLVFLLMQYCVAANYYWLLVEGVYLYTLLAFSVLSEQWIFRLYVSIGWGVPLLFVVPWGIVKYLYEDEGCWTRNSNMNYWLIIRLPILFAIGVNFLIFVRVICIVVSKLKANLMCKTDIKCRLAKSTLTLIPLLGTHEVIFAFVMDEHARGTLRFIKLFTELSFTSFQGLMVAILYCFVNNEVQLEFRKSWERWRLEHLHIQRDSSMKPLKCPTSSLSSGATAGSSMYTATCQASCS
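Constitutively active GLP-1R drives a cAMP-responsive luciferase in stably transfected HEK293 cells; test compounds are added after overnight (12 h) attachment and left 24 hr, and signal loss in luminescence marks inhibition.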
HT1080 IDH1KD tx: toxicity to HT-1080 IDH1 knockdown cells (counter line); HT-1080 IDH1 knockdown viability, ATP luminescence, 48 h; Potency, µM (doses to about 46.1 µM), for the others: top-dose activity, negative = toxicity, hits mostly cytotoxic; 360,000 compounds, 2% hits; AID 686971;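 note: 0% = DMSO wells and -100% = cell-free medium wells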
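Cytotoxicity counter-line: IDH1KD HT-1080, 48 h, CellTiter-Glo. Curves classed by r2, magnitude and activity.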
GLP1R cytotox: cytotoxic in the GLP-1 receptor inverse agonist counter-screen; HEK293 cAMP-luciferase reporter cells, luminescence, 24 h; Potency, µM (titrated, usually from 38.3 µM), without a hit: at the highest dose activity change, negative = inhibition, actives largely listed as inhibitors; 410,000 compounds, 0.13% hits;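 note: loss of luciferase light is scored as toxicity; % is set by controls: 0 for no effect and ±100 for the full control effect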
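Luminescence readout: signal drop marks cytotoxicity. Plated cells grew 12 h at 37 °C, 5% CO2, received 23 nL compound for 24 h, then got luciferase reagent, read after 12 min at RT.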
TDP43 rescue: TDP-43 toxicity inhibition in yeast. Potency, µM (series often up to 46.1 µM), without a hit: at the highest dose growth rescue (activation), most hits filed as activators. AID 652104. 410,000 compounds, 1.8% hits. TDP-43 expressing yeast growth rescue, BacTiter-Glo, 24 h; note: % of control where 0% means no effect; nearly all actives have a fitted effect of over 50% in size
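In this qHTS, compounds that restore growth of yeast expressing TDP-43 appear as activators. Cells (OD600=0.02, galactose medium, raffinose-pregrown) are incubated with compound 24 hr at 30 deg C and growth is quantified by BacTiter-Glo.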
KB-3-1 cytotox: kills parental KB-3-1 adenocarcinoma cells; Potency, µM (titrated, usually from 46.1 µM), without a hit: at the top dose activity change, negative = cytotoxic, usual class: cytotoxic; 400,000 compounds, 1.4% hits; KB-3-1 viability, CellTiter-Glo ATP luminescence, 72 h; note: % is set by controls: 0 for no effect and ±100 for the full control effect; nearly all actives have a fitted effect of over 60% in size
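Cytotoxicity measured as CellTiter-Glo luminescence after 72 h at 37 C. Compound titrations were pinned onto drug-naive KB-3-1 parental adenocarcinoma cells grown in DMEM with 10% FBS, and normalized data fitted to concentration-response curves.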
GLP-1R agonist: GLP-1 receptor (human) agonism; P43220; HEK293 GLP-1R CRE-luciferase, luminescence, 4-6 h; cells express a hypersensitive GLP-1R form; Potency, µM (top dose mostly 45.6 µM), without a hit: at the highest dose activation, actives largely listed as activators; 380,000 compounds, 0.007% hits; note: % of control where 0% means no effect
SW480 rereplic: inducers of DNA re-replication in SW480 colon cancer cells; SW480 DNA re-replication, Hoechst DNA content imaging, 48 h; 340,000 compounds, 1.8% hits; Potency, µM (titrated, usually from 46.1 µM), for inactives: top-dose re-replication activation, usual class: activators; note: % of control where 0% means no effect; nearly all actives have a fitted effect of over 55% in size
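DNA re-replication was detected as more nuclei of elevated Hoechst intensity after 48 hr exposure to compound (23 nL pinned per well of 250 cells).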
KB-V1 cytotox: KB-V1 MDR subline cytotoxicity; KB-V1 MDR cells viability, CellTiter-Glo, 72 h; Potency, µM (series often up to 46.1 µM), for the others: at the highest dose activity change, negative = cytotoxicity, most hits filed as cytotoxic; 400,000 compounds, 3.4% hits; AID 1347076; note: % is set by controls: 0 for no effect and ±100 for the full control effect; nearly all actives have a fitted effect of over 60% in size
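KB-V1 MDR subline cells in DMEM (phenol-red free, 10% FBS) exposed to compounds in qHTS concentration series for 72 h at 37 degrees C. Viability read by CellTiter-Glo luminescence; concentration-effect curves fitted after normalization and correction.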
Numbers without * were called inactive; ? = inconclusive; . = no result given; [ ] = remark or other dose. Calls come from the whole dose curve; as a rule, active = well fitted curve in the direction sought with a large enough effect; inconclusive = small, poorly fitted or top-dose-only effect, or another doubt; inactive = no such curve, though single readings can be large; an effect the other way counts as inactive or inconclusive. Potency is the fitted concentration of half-maximal effect.

SMILES	HT1080NT lethal	GLP1R inv ag	HT1080 IDH1KD tx	GLP1R cytotox	TDP43 rescue	KB-3-1 cytotox	GLP-1R agonist	SW480 rereplic	KB-V1 cytotox
Cc1ccc(N2CC(=O)N(NC(=O)c3sc4nc(C)cc(C)c4c3N)CC2=O)cc1	18%	31%[activator]	1%	1%	-16%	2%	0%	?	-20%
CN(C)C(=O)NC(Nc1ccc(Cl)cc1Cl)C(Cl)(Cl)Cl (stereo not given)	?	0%	-23%	-7%	?	-6%	-3%	7%	-15%
C=CCn1c(Oc2ccccc2F)nc2c1c(=O)n(C)c(=O)n2C	5%	9%	-7%	0%	26%	1%	3%	-28%	1%
Cn1c(N)c(C(=O)COC(=O)/C=C/c2ccccc2Cl)c(=O)n(C)c1=O	9%	2%	9%	-12%	14%	19%	0%	-6%	-5%
O=C(OCC1CCCO1)c1ccc2c(c1)N(Cc1c(F)cccc1Cl)C(=O)c1ccccc1S2(=O)=O (stereo not given)	.	-6%	.	-3%	9%	0%	.	.	17%
Cc1cc(NC(=O)c2cnn(-c3ccccc3)c2-n2cccc2)ccc1Br	.	?	.	-1%	7%[9.22 µM]	-14%	.	.	?
O=C(NCc1ccc(Cl)cc1)C(=O)c1c[nH]c2ccccc12	-4%	2%	0%	3%	2%	6%	-3%	-3%	22%
CCOc1ccc(NC(=O)c2cc(S(=O)(=O)N3CCN(c4ccccc4F)CC3)ccc2F)cc1	.	?	.	3%	5%	4%	.	.	2%
COc1nc(N)nc(CC(=O)C2CC2)n1	1%	6%	6%	-7%	2%	11%	-10%	2%	4%
CC(=O)N1CCc2cc(Br)cc(S(=O)(=O)N3CCCCCC3)c21	-9%	0%	0%	1%	16%	19%	6%	-2%	-24%
CC(C)(C)c1ccc(C(=O)N2CCC2(C)C(=O)Nc2cccc(C#N)c2)cc1 (stereo not given)	?	?	?	-14%	13%	0%	13%	.	1%
CCCCC[C@@H](C)N1C[C@@H](COCc2ccccc2)Oc2cc(N3CCC[C@@H]3CO)ccc2S1(=O)=O	?	?	?	-30%	17%	?	-1%	.	16µM*

Taken from above.
Reading of COc1nc(N)nc(CC(=O)C2CC2)n1 in GLP1R inv ag: 6%
Reading of CCOc1ccc(NC(=O)c2cc(S(=O)(=O)N3CCN(c4ccccc4F)CC3)ccc2F)cc1 in TDP43 rescue: 5%
Reading of CN(C)C(=O)NC(Nc1ccc(Cl)cc1Cl)C(Cl)(Cl)Cl (stereo not given) in KB-3-1 cytotox: -6%
Reading of Cc1ccc(N2CC(=O)N(NC(=O)c3sc4nc(C)cc(C)c4c3N)CC2=O)cc1 in GLP-1R agonist: 0%

Other records.
SMILES	HT1080NT lethal	GLP1R inv ag	HT1080 IDH1KD tx	GLP1R cytotox	TDP43 rescue	KB-3-1 cytotox	GLP-1R agonist	SW480 rereplic	KB-V1 cytotox
CCOc1cc(C2C(C(=O)OC)=C(C)N=C3SC(C)C(=O)N32)ccc1OC(C)=O (stereo not given)	2%	12%	4%	-29%	-2%	-4%	4%	-11%	-4%
Cc1ccc(Sc2ccc(N)cn2)cc1	-7%	14%	1%	-5%	-9%[1.82 µM]	-2%	19%	-2%	14%
O=C(CCNS(=O)(=O)c1ccc(Br)cc1)NCc1ccco1	1%	-7%	6%	8%	0%	-3%	-9%	-1%	?
COc1nc(OC)nc(N2CCC(C(=O)Nc3cccc4c3CCCC4)CC2)n1	-12%	0%	-5%	4%	0%	-5%	-9%	-7%	-20%
O=C(Nc1ccc(F)cc1)N(Cc1nnc2n1CCCCC2)c1ccccc1	4%	12%	13%	1%	13%	5%	-28%	-3%	3%
Cc1cc(C)nc(NC(=O)c2ccc([N+](=O)[O-])o2)n1	-3%	15%	-20%	-16%	24%	18%	9%	8.2µM*	-1%
CCOC(=O)C1=CCC2C(=O)N(C3CCCCC3)C(=O)C12 (stereo not given)	6%	18%	8%	2%	14%	0%	3%	.	4%
Cc1ccc(S(=O)(=O)NCC2(c3ccccc3)CCN(C)CC2)cc1	-2%	?	-23%	19%	-2%	2%	-1%	?	-15%
Cc1ccc(C)c(C(=O)Cn2c(NCCO)nc3ccccc32)c1	1%	?	2%	-8%	6%	2%	10%	-2%	3%
CC(C)CCNC(=O)Cn1nc(N2CCN(c3ccccc3)CC2)ccc1=O	.	2%	.	-7%	7%	8%	.	.	-6%
COCCNC(=O)CN1CCN(C(c2ccccc2)c2ccccc2)CC1	0%	-26%	?	5%	-18%	-8%	1%	-10%	?
COc1cccc(OC)c1C(=O)N1CCN(Cc2cccnc2)CC1	23%	3%	23%	1%	.	9%	12%	2%	27%
CC(C)Cn1c(SC(C)C(=O)NCC2CCCO2)nc2ccc(Cl)cc2c1=O (stereo not given)	15%	-4%	3%	15%	3%	13%	-4%	2%	-22%
CC(C)(C)C(=O)Nc1ccc2nc(SCc3ccccc3)sc2c1	.	?	.	-14%	14%	?	.	.	-23%
CCOC(=O)/C(C#N)=C/c1cc(C)n(-c2ccc(C)cc2)c1C	-15%	?	?	23%	15%	?	0%	2%[9.22 µM]	-17%
Cc1cc(NC(=O)C(C)Sc2nc(-c3ccccc3)cc(=O)[nH]2)no1 (stereo not given)	2%	20%	-1%	-5%	-25%	-18%	7%	?	-28%
COC(=O)C1=CN(Cc2ccc(OC)cc2)C=C(C(=O)OC)C1c1ccc(O)c(OC)c1	-10%	7%	0%	29%	-22%	-2%	27%	?	0%
CCC(C(=O)NCC1CCCO1)N(Cc1ccccc1)C(=O)CNS(=O)(=O)c1ccccc1 (stereo not given)	24%	3%	19%	3%	5%	-3%	0%	-4%	-15%
C(=Cc1cnnc2ccccc12)c1ccccc1	-20%	2%	-4%	-8%	?	-14%	29%	7%	?
c1ccc(CNc2nc(NCCOc3ccccc3)c3sccc3n2)cc1	?	?	?	-7%	16%	0%	1%	.	-1%
CC(C)(C)c1ccc(C(=O)NCc2ccc(Cl)cc2)cc1	-23%	-9%	-28%	0%	-14%	3%	0%	?	0%
CCOC(=O)CC(=O)CSc1nc2ccc(C)cc2cc1C#N	?	16%	7.1µM*	1%	5%	-2%	-2%	-1%	2%
CC(C)=CC(=O)OCC(=O)Nc1ccccc1Cl	15%	16%	18%	2%	-7%	20%	11%	1%	10%
N#C/C(=C(/O)COC(=O)CSc1ccc2ccccc2c1)c1nc2ccccc2[nH]1	-1%	7.9µM*	6%	?	-17%	?	-17%	27%	7%
Cc1ccc(OCCCC(=O)Nc2cc(S(=O)(=O)N3CCOCC3)ccc2N2CCOCC2)cc1	0%	-3%	5%	-1%	5%	2%	-1%	1%	-32%
Cc1sc2nc(SCC(=O)NCc3ccco3)n(C)c(=O)c2c1C	0%	56%[activator]	-1%	-9%	7%	-1%	-5%	-4%	-12%
O=C(Nc1cccc(NC(=O)c2cncc(Br)c2)c1)c1cncc(Br)c1	?	?	?	?	15%	-17%	10%	-2%	?
O=C(c1cc(F)c(F)cc1Cl)N1CCN(S(=O)(=O)c2cccs2)CC1	12%	-20%	7%	-10%	8%	3%	8%	-62%[inhibitor]	2%
CC(C)Cn1[nH]c2c3c(ccc2c1=O)C(=O)c1ccccc1C3=O	?	18%	-17%	-23%	18%	-22%	2%	?	-20%
CC(=O)OC[C@H]1O[C@@H](n2ccc(=O)[nH]c2=S)C(OC(C)=O)C1OC(C)=O (stereo not given in full)	6%	87%[activator]	-3%	1%	-15%	-4%	13%	-5%	6%
COCCNC(=O)C1(C)CCCN(Cc2ccccc2N(C)C)C1 (stereo not given)	21%	27%	8%	4%	10%	11%	0%	.	?
COc1ccccc1NC(=O)/C=C/C(=O)O	-12%	23%	1%	-9%	14%	-3%	0%	-22%	-14%
Cc1ccc(CSc2nnc(SCC(=O)N/N=C/C=C/c3ccccc3[N+](=O)[O-])s2)cc1	-3%	-1%	3%	-3%	17%	-3%	-2%	1%	-1%
COC(=O)CSC1=C(C#N)C(c2ccsc2)CC(=O)N1 (stereo not given)	?	-28%	?	?	4%	?	-7%	?	-18%
Cc1ccc(-c2ccc(CCC(=O)O)o2)cc1	-3%[9.24 µM]	0%	?	19%	?	-13%	1%	70%	19%
CN(C)c1nc(=Nc2cccc(Cl)c2)ss1	0%	?	-2%	?	?	-13%	20%	-2%	-2%
CCN(CC)c1ccc(CN(C(=O)c2cc(=O)c3ccccc3o2)C2CCS(=O)(=O)C2)cc1 (stereo not given)	.	10%	.	-10%	-11%	0%	.	.	18%
O=C(O)CCn1cc(C2CC(c3ccccc3)=NN2c2ccccc2)c(-c2ccccc2)n1 (stereo not given)	-18%	?	?	211%[activator]	-19%	-6%	-4%	23µM*	27%
O=[N+]([O-])c1cc([N+](=O)[O-])c(Oc2cncc(Cl)c2)cc1NC1CCCCCCC1	14%	1%	15%	10%	30%	22%	-2%	0%	0%
CC(C)C(=O)N1CCC1(C)C(=O)NS(=O)(=O)c1cccs1 (stereo not given)	5%	19%	5%	0%	6%	0%	-7%	.	-1%
O=C(CSc1nnnn1-c1cccc2ccccc12)N1CCOCC1	12%	-14%	20%	-5%	10%	-5%	-12%	-18%	-13%
COc1cc(CC(=O)OCC(=O)N2CC(=O)Nc3ccccc32)cc(OC)c1OC	14%	5%	10%	-1%	-13%	3%	2%	-2%	2%
COCCNC(=O)CSc1nc2ccc(N3CCOCC3)cc2c(=O)n1CCc1ccccc1	-10%	13%	-8%	-16%	?	22%	-1%	-11%	-25%
O=C(CC(=O)c1ccccc1O)c1cccc(F)c1	?	0%	?	1%	-24%	?	2%	19%	?

One compound at a time (already shown). Order of values: HT1080NT lethal | GLP1R inv ag | HT1080 IDH1KD tx | GLP1R cytotox | TDP43 rescue | KB-3-1 cytotox | GLP-1R agonist | SW480 rereplic | KB-V1 cytotox
COc1cc(CC(=O)OCC(=O)N2CC(=O)Nc3ccccc32)cc(OC)c1OC is listed as 14% | 5% | 10% | -1% | -13% | 3% | 2% | -2% | 2%
O=C(CC(=O)c1ccccc1O)c1cccc(F)c1 is listed as ? | 0% | ? | 1% | -24% | ? | 2% | 19% | ?
